# proCasp3 act – activators of human procaspase-3; activation, % at 8.5 µM; P42574; hit rate 0.11% among 330,000; recombinant procaspase-3 D3A, Ac-DEVD-pNA absorbance 405 nm; AID 463141;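 active means activation above the mean of all tested compounds plus 3 SD, cut at about 21% in these data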;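 further: 0% = DMSO alone and 100% = DMSO wells spiked with extra 5 µM PC-3 D3A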
#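 Evaluation: percent activation relative to control range; Material: Procaspase-3 D3A mutant, all three cleavage aspartates alanine; Compound: single dose, 8.5 µM nominal compound, 0.8% DMSO; Replication: one well per compound; Signal: absorbance at 405 nm, 0 and 120 min; Schedule: 1 h preincubation plus 2 h reaction at 25 °C.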
# EBNA-1 inhibitor – blocks EBNA-1 binding to DNA; EBNA-1 DNA binding, fluorescence polarization; inhibition, % at 14.8 µM; hit rate 0.34% among 300,000; AID 1950; in the data active means inhibition above about 28%
# LAP4 TOR yeast – yeast TOR pathway LAP4-GFP modulation; S. cerevisiae LAP4-GFP multiplex, flow cytometry GFP, 3 h; median GFP as percent of DMSO wells; GFP response vs DMSO, % at 10 µM; hit rate 0.34% among 320,000; AID 2023;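 active means GFP response vs DMSO above a set limit, about the screen mean plus 3 SD, cut at about 150% in these data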
# ZTA counter – ZTA (EBV) inhibition in EBNA-1 counter-screen | ZTA-DNA binding, fluorescence polarization | AID 2234 | P03206 | hit rate 0.15% among 320,000 | inhibition, % at 11 µM; in the data active means inhibition above about 33%
# proCasp7 act – counter-screen: procaspase-7 (human) activation | P55210 | AID 463210 | hit rate 0.093% among 330,000 | activation, % at 8.5 µM | recombinant procaspase-7, Ac-DEVD-pNA absorbance 405 nm; D23A/D198A/D206A triple mutant, cannot self-cleave; scale: DMSO 0, 5 µM enzyme 100;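 active means percent activation above the screen-wide mean plus 3 SD, cut at about 25% in these data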
#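 Assay system: Uncleavable procaspase-7 mutant enzyme | Input: 2 µM procaspase-7 mutant as dispensed | Timing: 1 h compound preincubation, 2 h substrate cleavage, 25 °C | Repeats: One well per compound | Control set: DMSO wells as 0%, DMSO with 5 µM added PC-7 as 100% | Technique: Epi-absorbance of released pNA at 405 nm, two timepoints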
# AHR activator – activates the human aryl hydrocarbon receptor. hit rate 2.5% among 320,000. activation, % at 5 µM. AID 2796. P35869. AHR-responsive luciferase reporter cells, luminescence; in the data active means activation above about 47%;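 further: 0% = vehicle wells and 100% = reference agonist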
# RPL19A-GFP yeast – yeast TOR pathway RPL19A-GFP modulation. hit rate 0.3% among 330,000. AID 2025. percent response vs DMSO, % at 10 µM. S. cerevisiae RPL19A-GFP strain, flow cytometry, 3 h; hits give low values;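 active means percent response vs DMSO below 50%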;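 further: median channel GFP fluorescence of the barcoded RPL19A-GFP strain; ratio of sample median GFP to plate DMSO average so 100% = DMSO; lower means less RPL19A-GFP as with rapamycin TOR inhibition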
# MEP2 TOR yeast – alters MEP2-GFP fluorescence in TOR pathway yeast screen | S. cerevisiae MEP2-GFP strain, flow cytometry GFP, 3 h; 100% = DMSO control level | GFP response vs DMSO, % at 10 µM | hit rate 0.51% among 330,000;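 active means GFP response versus DMSO above a set limit, roughly screen mean plus 3 SD, cut at about 180% in these data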;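 further: median GFP fluorescence of the barcode-gated MEP2-GFP cells per well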
# The depositor's hits bear a star; . = not tested or not shown.
SMILES,proCasp3 act,EBNA-1 inhibitor,LAP4 TOR yeast,ZTA counter,proCasp7 act,AHR activator,RPL19A-GFP yeast,MEP2 TOR yeast
CCOc1ccc2nc(SCC(=O)c3ccc(O)cc3O)sc2c1,-2,-20,98,1,-5,8,108,113
CCCn1nc(C(=O)OCC(=O)NC(C)c2ccccc2)c2ccccc2c1=O (stereo not given),-3,-1,100,6,5,2,105,113
COc1ccc(C(=O)NC(=S)N2CCC(C)CC2)cc1,-3,-10,83,-15,-6,4,100,95
Cc1[nH]c2ccccc2c1CCN(Cc1cccnc1)C(=S)Nc1ccc(F)cc1,2,-2,101,-17,-1,0,102,101
Cc1ccc(-n2c(-c3ccccc3)c[nH]c2=S)cc1,-10,-13,101,1,-30,3,97,106
Fc1ccccc1NC(=S)NN(Cc1ccccc1)c1ccccc1,1,-4,101,-2,0,-2,101,101
FC(F)(F)c1ccccc1C1=CC(c2ccccc2)n2ncnc2N1 (stereo not given),-13,-5,107,0,-11,11,92,94
COc1cc(NC(=S)N2CCN(C(=O)c3ccco3)CC2)c(OC)cc1Cl,-9,9,99,3,-17,4,99,110
COc1ccc(NC(=O)Cn2ncn3nc(-c4ccc(OC)cc4)cc3c2=O)cc1,-7,6,95,-8,0,-1,98,106
CNC(=S)NCc1ccc2[nH]c(C)cc2c1,2,0,103,-13,-12,3,99,86
CCOC(=O)C1=C(C)N(CCCCCC(=O)O)C(=O)NC1c1ccccc1OC(=O)c1cccs1 (stereo not given),0,-1,98,-2,3,2,96,97
COc1ccccc1NC1=NCC(=O)N1Cc1ccccc1,-8,-16,96,0,-4,5,103,97
COc1ccc(C(C)(C)C)cc1NC(=O)Cn1cnnn1,1,-5,93,-8,3,1,95,89
CCOc1cc(OCC)nc(S(C)(=O)=O)n1,7,2,96,22,11,-3,96,110
CC(=O)Oc1ccc(C(=O)Nc2cccc(C(=O)c3cccc(NC(=O)c4ccc(OC(C)=O)cc4)c3)c2)cc1,-2,15,100,14,6,8,110,104
Cc1ccc(C(=O)NCC(C)NC(=O)c2ccc(C)c(C)c2)cc1C (stereo not given),2,7,93,-2,-4,0,96,92
COc1cc(OC)c(C2C3=C(CCCC3=O)Nc3nc4ccccc4n32)cc1OC (stereo not given),-1,-11,97,-22,1,5,96,100
CN1CC=C2C(C#N)=C(N)C(C#N)(C#N)C(Cc3ccccc3)C2C1 (stereo not given),-4,-8,96,5,0,4,95,98
O=C(CSc1nc2ccccc2c(=O)n1NC(=O)Cc1ccccc1)NCc1ccccc1Cl,-7,2,105,11,16,-1,97,98
CCOCCCNC(=O)C(c1ccc(OC)cc1)N(Cc1cccs1)C(=O)CNC(C)=O (stereo not given),0,-3,104,-18,0,1,96,99
CC(C)Cc1ccc(CN2CCCC(NC(=O)c3ccnn3C)C2)cc1 (stereo not given),2,6,105,1,9,-1,96,97
Cc1ccc2nc(C)c(C(=O)NN=C3CCN(C)CC3)n2c1,0,7,104,0,6,6,105,107
Cc1ccc(C(=O)OCC(=O)NCCNC(=O)COC(=O)c2ccc(C)s2)s1,12,3,106,-8,10,-1,99,95
COC(=O)c1ccc2c(c1)N(C)C(=O)CS2,3,4,100,12,4,-4,99,93
Cc1cccc(C(=O)OCC(=O)N2CC(=O)Nc3ccccc32)c1C,-2,.,100,.,-19,8,96,112

# A second format for 3 compounds above.
compound	proCasp3 act	EBNA-1 inhibitor	LAP4 TOR yeast	ZTA counter	proCasp7 act	AHR activator	RPL19A-GFP yeast	MEP2 TOR yeast
COc1ccc(C(=O)NC(=S)N2CCC(C)CC2)cc1	-3	-10	83	-15	-6	4	100	95
COc1cc(NC(=S)N2CCN(C(=O)c3ccco3)CC2)c(OC)cc1Cl	-9	9	99	3	-17	4	99	110
CCOc1cc(OCC)nc(S(C)(=O)=O)n1	7	2	96	22	11	-3	96	110

# Later entries.
SMILES,proCasp3 act,EBNA-1 inhibitor,LAP4 TOR yeast,ZTA counter,proCasp7 act,AHR activator,RPL19A-GFP yeast,MEP2 TOR yeast
COc1ccc(C2CCCN2C(=S)Nc2cccc(Cl)c2)cc1OC (stereo not given),5,2,101,6,2,-3,97,94
CS(=O)(=O)c1ccc2nc(NC(=O)CCN3C(=O)c4ccccc4C3=O)sc2c1,-3,2,108,-4,4,0,102,96
Cc1cc(=O)c(C(=O)O)nn1-c1ccc(Cl)cc1,0,7,107,-12,13,2,102,108
Cc1cc(C(F)(F)F)nc(SCc2ccc(C(=O)O)o2)n1,-14,-1,98,-8,-33,1,99,92
Cc1cc(C)n2nc(C(=O)N3CCN(Cc4ccc5c(c4)OCO5)CC3)nc2n1,5,-20,96,-8,1,2,100,101
CCc1cccc(OCCCN2C(=O)NC(C)(C)C2=O)c1,-10,6,88,-16,-4,3,104,106
COc1ccc(N(C)S(=O)(=O)c2cccc(C(=O)NC3=NCCS3)c2)cc1,6,7,92,10,9,2,88,93
CCOC(=O)c1ccc(NC(=S)Nc2ccccc2N)cc1,-6,11,104,-9,-11,7,95,91
O=C(NNC(=O)c1cc2cc3ccccc3nc2s1)c1ccc(F)cc1,-3,-11,94,4,4,91*,92,99
Cc1cccc(C(=O)NNC(=O)c2ccccc2O)c1,1,3,101,-9,3,10,99,104
O=C(C[n+]1ccc(C(=O)NCc2ccccc2)cc1)c1ccc(Cl)cc1,5,-3,93,-13,-5,0,100,95
COc1ccc(S(=O)(=O)Cc2ccc(C(=O)N3CCN(c4ccc(Cl)cc4)CC3)o2)cc1,3,8,97,0,1,3,99,97
CCC12C(=O)C(CC)(C(c3ccccc3)=C1c1ccccc1)[C@@H]1C(=O)N(c3ccccc3)C(=O)C12 (stereo not given in full),0,5,90,18,-5,2,102,97
Cc1ccc2c(C)c(C(=O)Nc3nnc(C)s3)oc2c1,-5,12,103,7,5,14,97,109
CC(C)(C)C1(O)CC(C(F)(F)F)=NN1C(=O)CCc1ccccc1 (stereo not given),-1,-3,84,2,15,0,100,100
Cc1ccccc1NC(=O)COC(=O)c1c[nH]c(=O)[nH]c1=O,-3,6,98,-9,5,2,101,104
CC(=O)/C(=N/Nc1ccc([N+](=O)[O-])cc1)N1CCCc2ccccc21,-5,5,108,1,6,0,96,101
O=C(CSc1nc(C2CC2)nc2ccccc12)Nc1ccccc1N1CCOCC1,-4,5,99,-1,2,1,92,73
O=S(=O)(NC1CCCCC1N1CCC(O)CC1)c1ccccc1 (stereo not given),1,-9,88,-4,-2,0,98,107
CC(C)CCNC(=O)CN1C(=O)NC(c2ccccc2)(c2ccccc2)C1=O,-6,-5,97,6,5,1,100,103
Cc1ccn2c(NC3CCCC3)c(-c3cccs3)nc2c1,3,13,102,20,2,5,93,103
O=C(CCc1nnc(Cc2cccc(C(F)(F)F)c2)o1)NCCc1ccccc1F,-2,-8,93,9,-4,5,104,103
Fc1ccc(CSc2nnc3ccccn23)c(Cl)c1,-4,1,98,-10,3,-1,96,92
CCCCN(CC)Cc1ccc(CNC(=S)Nc2ccccc2F)o1,1,5,108,-11,2,0,99,96
CC(Cl)C(=O)c1ccc2c(c1)CCN2C(=O)C1CC1 (stereo not given),6,-1,91,7,-2,5,101,99

# Next section; it opens with the six that closed the last part.
SMILES,proCasp3 act,EBNA-1 inhibitor,LAP4 TOR yeast,ZTA counter,proCasp7 act,AHR activator,RPL19A-GFP yeast,MEP2 TOR yeast
CC(C)CCNC(=O)CN1C(=O)NC(c2ccccc2)(c2ccccc2)C1=O,-6,-5,97,6,5,1,100,103
Cc1ccn2c(NC3CCCC3)c(-c3cccs3)nc2c1,3,13,102,20,2,5,93,103
O=C(CCc1nnc(Cc2cccc(C(F)(F)F)c2)o1)NCCc1ccccc1F,-2,-8,93,9,-4,5,104,103
Fc1ccc(CSc2nnc3ccccn23)c(Cl)c1,-4,1,98,-10,3,-1,96,92
CCCCN(CC)Cc1ccc(CNC(=S)Nc2ccccc2F)o1,1,5,108,-11,2,0,99,96
CC(Cl)C(=O)c1ccc2c(c1)CCN2C(=O)C1CC1 (stereo not given),6,-1,91,7,-2,5,101,99
O=C(COc1ccccc1O)c1cccs1,-4,-12,95,7,2,1,100,100
Nc1nc(SCc2nc3scc(-c4ccccc4)c3c(=O)[nH]2)n[nH]1,4,11,114,11,-1,3,103,105
CC(C)CN(CC(C)C)C(=O)Nc1ccc(F)cc1F,5,6,99,8,3,1,123,107
CCc1ccc([C@@H]2CC=C(C(=O)O)[C@H](c3ccc(F)cc3)N2S(=O)(=O)c2ccc(C)cc2)cc1,9,-2,135,17,-1,-2,97,88
CC(C)Sc1nnc(SCC(=O)NCCCN2CCCC2=O)s1,5,.,90,0,1,2,93,93
O=C(O)CCNC(=S)Nc1cccc(F)c1,-12,-13,106,0,3,1,96,89
Brc1ccc(NCc2nnc3n2CCCCC3)cc1,6,-1,102,-1,8,4,102,98
COc1ccc(CNC(=O)COC(=O)c2cccc(S(=O)(=O)N3CCOCC3)c2)cc1,5,.,101,8,-8,2,94,99
COc1ccc(CN2CCCC(C(=O)Nc3cccc(-n4cnnn4)c3)C2)c(C)c1C (stereo not given),-7,-13,76,1,-10,0,92,87
Cc1ccc2c(c1)C(CCN)C(=O)N2Cc1ccccc1 (stereo not given),-3,1,98,-11,6,1,99,102
O=S(=O)(Nc1ccc(-c2cn3c(n2)SCC3)cc1)c1cccs1,5,-2,101,2,-3,7,107,107
O=C(Cn1cnc2ccccc21)NCCCN1CCOCC1,-4,1,101,-24,4,-2,103,107
Cc1noc(C)c1CC(=O)Nc1ccc2c(c1)OCO2,1,.,101,-17,-1,8,101,105
COc1ccc(CNC(=O)CCC(=O)Nc2nnc(C(C)C)s2)cc1,-6,-11,109,2,5,1,94,93
Cc1cc2n(n1)C(c1cn(-c3ccccc3)nc1C)Nc1c(C)cccc1-2 (stereo not given),-7,-17,101,-12,5,5,102,95
O=C(N/N=C/c1ccccn1)c1cc(-c2ccncc2)nc2ccccc12,3,-3,106,-1,11,19,107,102
COc1ccc(CCNC(=O)C2(C)CCC(=O)N2CCC(C)C)cc1OC (stereo not given),13,1,104,-9,0,1,98,96
COCc1cc(=O)[nH]c(-c2ccccc2)n1,3,2,99,-1,2,3,97,110
CN(C)/C=C1/C=C(C=O)OC1=O,-3,2,102,-19,1,0,95,100
Cc1ccn2cc(-c3ccc(NC(=O)c4ccco4)cc3)nc2c1,2,-6,95,-4,-11,-4,101,109
COC(=O)[C@H](CCSC)NC(=O)Cn1cnc2c(OCc3ccccc3)ncnc21,5,.,89,.,17,1,91,87
CC1(c2nnc(-c3ccc(Cl)cc3)o2)CC(c2ccc(Cl)cc2)=NO1 (stereo not given),-3,4,94,-12,10,1,95,108
COc1ccc(CCNC(=O)NC2CCCCC2)cc1,9,3,105,-9,13,1,102,103
COc1cc2c(cc1OC)C(c1ccc(N(C)C)cc1)NCC2 (stereo not given),-1,-2,81,-3,-3,1,106,106
COc1ccc(N=c2scc(C)n2CCCN2CCCC2=O)cc1,-6,-1,97,1,4,2,108,98
O=S(=O)(Nc1ccc2c(c1)OCCO2)c1cnc[nH]1,6,9,93,8,-3,3,104,99
C/C(Cc1ccccc1)=N\NC(=O)c1ccc(F)cc1,-1,-5,94,-2,-6,4,105,104
CCC(=O)Nc1ccc(-c2nnc(SCC(=O)Nc3nccs3)n2C)cc1,-10,-3,100,-20,-2,3,105,106
CC(C)CC1(C(=O)NCCc2c[nH]c3ccccc23)C=CCN1C(=O)c1ccccc1 (stereo not given),3,-15,.,-12,-5,16,.,.
CC(c1nnnn1C(C)(C)C)N(Cc1cccnc1)Cc1ccccc1Cl (stereo not given),4,7,94,2,2,2,97,98
